VLA-4 allo ag: allosterically activates the human VLA-4 integrin; activation, % at 10 µM (by protocol); P13612; AID 528; Jurkat cells, LDV-FITC binding, flow cytometry; 24,000 tested, under 10 active;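 active = fluorescent ligand binding to cells raised by more than 40% of the manganese-induced maximum; inconclusive = compound's own fluorescence above 85% of the ligand control signal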;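 note: 0% = ligand binding without compound and 100% = manganese-stimulated maximal binding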
Target sequence (P13612 whole entry, looked up): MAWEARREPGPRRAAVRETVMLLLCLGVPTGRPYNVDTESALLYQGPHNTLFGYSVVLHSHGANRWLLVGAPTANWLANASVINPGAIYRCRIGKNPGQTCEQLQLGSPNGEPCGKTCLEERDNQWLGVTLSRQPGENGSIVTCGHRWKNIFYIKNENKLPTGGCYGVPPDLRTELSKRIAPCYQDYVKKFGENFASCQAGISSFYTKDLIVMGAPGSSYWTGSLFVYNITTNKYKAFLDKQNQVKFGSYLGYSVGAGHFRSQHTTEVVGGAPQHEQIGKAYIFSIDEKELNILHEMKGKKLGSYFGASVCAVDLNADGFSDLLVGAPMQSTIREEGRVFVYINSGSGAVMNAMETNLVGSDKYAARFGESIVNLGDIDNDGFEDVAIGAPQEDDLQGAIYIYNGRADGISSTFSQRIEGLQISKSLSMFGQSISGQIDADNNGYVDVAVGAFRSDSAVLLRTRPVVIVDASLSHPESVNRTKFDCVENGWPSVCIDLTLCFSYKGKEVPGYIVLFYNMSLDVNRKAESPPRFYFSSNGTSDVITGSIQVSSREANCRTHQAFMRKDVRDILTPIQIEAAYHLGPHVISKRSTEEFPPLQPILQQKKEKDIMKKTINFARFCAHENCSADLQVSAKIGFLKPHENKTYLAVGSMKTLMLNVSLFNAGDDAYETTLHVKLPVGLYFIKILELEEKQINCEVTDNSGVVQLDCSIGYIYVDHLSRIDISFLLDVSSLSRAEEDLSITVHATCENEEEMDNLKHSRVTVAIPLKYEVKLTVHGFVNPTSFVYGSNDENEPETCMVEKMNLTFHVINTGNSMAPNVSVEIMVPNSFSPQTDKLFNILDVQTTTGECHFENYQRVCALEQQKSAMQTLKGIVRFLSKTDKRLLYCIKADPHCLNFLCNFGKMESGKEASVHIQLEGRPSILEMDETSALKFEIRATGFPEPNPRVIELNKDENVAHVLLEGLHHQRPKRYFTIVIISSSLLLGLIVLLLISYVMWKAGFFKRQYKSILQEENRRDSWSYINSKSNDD
VLA-4 antagonist: blocks LDV-FITC ligand binding to Mn2+-activated human VLA-4 integrin; inhibition, % at 10 µM (by protocol); P13612; Jurkat cells, LDV-FITC binding with Mn2+, flow cytometry; 100% = Mn2+-driven binding gain fully reversed; hit rate 0.2% among 24,000;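 active = inhibition above 50%; inconclusive = compound itself fluorescent, judged against control cell fluorescence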;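 note: 0% = Mn2+ stimulated cells lacking compound and 100% = ligand binding without Mn2+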
LNCaP diff act: activators of LNCaP prostate cell differentiation; flow cytometry side scatter, 4 d; side scatter shift, % at 10 µM; hit rate 0.56% among 24,000; AID 795;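 active = side scatter shift above 30%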;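 note: androgen-responsive LNCaP prostate cancer cells in charcoal-stripped serum medium; percent of cells past a gate set so DMSO wells show 10% shift; higher shift means more granular cells and more differentiation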
Jurkat autofluor: counter-screen for VLA-4 integrin: compound autofluorescence in Jurkat cells. fluorescence ratio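 (tested at 10 µM compound in the well)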. flow cytometry; hits give high values; 1 = vehicle-only cell background. hit rate 0.61% among 24,000. AID 576;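 active = fluorescence ratio above 2.44, which is 1 plus 3 SD of all ratios; inconclusive = signal too bright to measure linearly, ratio around 10 or more; inactive = fluorescence ratio below 2.44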;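 note: green fluorescence of cells measured with 488 nm excitation and 530 nm emission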
Starred values were filed as active, the others as inactive; ? = inconclusive. Only part of the results is shown (hit frequency here may not be typical).

Molecule,VLA-4 allo ag,VLA-4 antagonist,LNCaP diff act,Jurkat autofluor
CCOc1ccc(C2c3c(oc4cc(C)c(C)cc4c3=O)C(=O)N2CCCN(C)C)cc1OC (stereo not drawn),6.0,2.0,7.0,1.06
C/C(Cl)=C\Cn1c(NCCc2ccccc2)nc2c1c(=O)n(C)c(=O)n2C,2.0,-7.0,12.0,1.12
CC1(C)CC(=O)c2cc(C(=O)NC3CCSC3=O)c(=O)n(-c3ccccc3)c2C1 (stereo not drawn),1.0,-15.0,5.0,1.03
COc1ccc(C2C(C(=O)O)c3ccccc3C(=O)N2C)cc1Br (stereo not drawn),?,?,7.0,1.06
Cc1cc(C)n(-c2ncc(-c3ccccc3)nn2)n1,10.0,-16.0,2.0,0.85
Cc1ccc(NC(=O)CN(C)S(=O)(=O)c2cnc[nH]2)cc1C,0.0,1.0,5.0,1.06
O=C(Nc1ccccc1)N(Cc1cccnc1)Cc1ccco1,3.0,-2.3,7.0,1.03
Cc1c(C(=O)Nc2ccc(C(=O)O)cc2)cnn1C,2.0,0.0,14.0,1.08
Cc1ccccc1-n1c(Cn2c(=O)sc3ccccc32)nnc1SC(C)C,0.0,2.0,11.0,0.75
Cc1ccc(S(=O)(=O)N(CC(=O)O)Cc2ccccc2)cc1,?,?,5.0,1.13
CCCCNC(=O)CCn1c(=O)c2ccccc2n(CC(=O)N2CC(C)CC(C)C2)c1=O (stereo not drawn),-7.5,-10.0,13.0,1.01
O=C1NC(c2cccs2)Nc2ccccc21 (stereo not drawn),5.0,-12.5,11.0,1.02
Cc1ccc(C(=O)CCC2CCCC2=O)cc1 (stereo not drawn),-8.0,-13.0,13.0,1.04
COc1cccc(NC(=O)C2CCN(c3ncccn3)CC2)c1,3.0,-22.5,4.0,1.02
CCOC(=O)c1ccc(Oc2nc(NC(C)(C)C)nc(N(C)C)n2)cc1,?,?,2.0,1.11
CCCC1(CCC)NC(=O)NC1=O,2.5,-14.0,6.0,0.99
CCCCOc1ccc(C(=O)Oc2ccc(C)nc2)cc1,1.0,-17.0,1.0,1.09
O=C(CSC1=NC(=O)C(Cc2ccccc2)C(=O)N1)NC1CCCCC1 (stereo not drawn),5.0,-14.0,17.0,1.1
CCOC(=O)C(C)Sc1nnc(Cc2cc(=O)[nH]c(=O)[nH]2)n1-c1ccc(OCC)cc1 (stereo not drawn),3.0,-14.0,12.0,1.02
CCOC(=O)c1ccc(NS(=O)C23CC4CC(CC(C4)C2)C3)cc1 (stereo not drawn),-4.5,-11.5,2.0,0.98
N#C[C@@H]1[C@@H]2C(=O)N(c3ccc4c(c3)OCCO4)C(=O)[C@@H]2C2c3ccccc3C=CN21 (stereo partly drawn),?,?,6.0,5.22*
COc1cccc(CNC(=O)C2CCN(Cc3cnn(-c4ccccc4)c3-n3cccc3)CC2)c1,?,?,2.0,1.17
COc1ccc(C2CC(C(F)(F)F)n3nc(C(=O)N(C)Cc4cn(C)nc4C)c(Cl)c3N2)cc1 (stereo not drawn),-3.0,18.0,6.0,1
CCCN(CCC)C(=O)CSc1nc2n[nH]c(C)c2c(=N)n1-c1ccc(OCC)cc1,-8.0,?,9.0,1.07
CCCCN(CCCC)S(=O)(=O)c1ccc(C(=O)Nc2nnc(COC)o2)cc1,-4.0,-10.0,12.0,1.03
Cc1cccc(CCNS(=O)(=O)c2cnc[nH]2)c1,7.0,6.0,11.0,1.01
COc1ccccc1-c1cc(C(=O)NCc2ccc(F)cc2)no1,-10.0,30.0,19.0,1.18
COc1ccc2c(C(F)(F)F)cc(=O)oc2c1C,0.0,-5.5,3.0,0.89
O=C(c1ccc2c(c1)C(=O)N(Cc1ccco1)C2O)N1CCOCC1 (stereo not drawn),2.0,-1.0,1.0,1.04
COc1ccc(NC(=O)CC2Sc3ncnn3C2=O)cc1 (stereo not drawn),0.0,0.3,12.0,0.98
CC(C)CNS(=O)(=O)c1ccc(OCC(=O)Nc2ccc3c(c2)OCO3)c(Cl)c1,2.0,0.5,5.0,1.01
CCCOc1ccc(N2C(=O)CC(N3CCN(c4ccccc4OC)CC3)C2=O)cc1 (stereo not drawn),-1.0,-28.0,4.0,0.99
Cn1cccc1Cc1nnc(SCC(=O)Nc2nc3ccccc3s2)n1CCc1ccccc1,2.0,-10.0,15.0,1.07
NC(=O)CSC1=Nc2ccccc2C2=NC(CC(=O)NCc3cccs3)C(=O)N12 (stereo not drawn),4.0,-13.0,4.0,1.03
Cc1onc(-c2ccccc2Cl)c1C(=O)NC1CCS(=O)(=O)C1 (stereo not drawn),-5.0,-19.0,1.0,1.02
COC(=O)c1ccc(Sc2ccc(C)cc2)c(N)c1,?,?,6.0,1.11
Cc1ccc2c(c1)NC(=O)C(CC(=O)NCc1ccc(F)cc1)O2 (stereo not drawn),3.0,-20.5,5.0,0.78
CC(C)Cn1cc(C(=O)NCc2cccs2)c2c3ccccc3n(C)c2c1=O,-2.0,11.0,10.0,1.08
O=C(NCc1cccs1)c1ccc2c(c1)ncn2C1CCCC1,-18.0,-10.0,8.0,1.09
COc1ccc(OC)c2[nH]c(=O)c(CCNC(=O)c3ccc(S(=O)(=O)N4CCCCC4)cc3)cc12,?,?,6.0,1.12
CSc1nc2n(n1)C(c1cc(Br)ccc1F)C(C(=O)N(C)C)=C(C)N2 (stereo not drawn),-2.0,0.0,0.0,1.11
Cc1cc(C)n(Cc2cccc(F)c2)c(=O)c1C#N,6.0,-5.0,11.0,1.01
O=C(CSC1=Nc2ccccc2C2=NC(CC(=O)NC3CCCCC3)C(=O)N12)NCc1ccco1 (stereo not drawn),-5.0,-1.0,5.0,1.06
COc1ccc(N2C(=O)CCC(C(=O)Nc3ccccn3)C2c2ccc(OC)c(OC)c2)cc1 (stereo not drawn),-3.0,-3.0,2.0,1.01
O=C(Nc1cccc(NC(=O)c2cccnc2)c1)c1cccnc1,-3.0,-10.0,7.0,1.1
Clc1cccc(N2CCN(Cc3nc(-c4ccccc4)no3)CC2)c1,5.0,-5.0,7.0,1.08
COc1ccc2oc(=O)c(-c3nnc(NCc4ccco4)s3)cc2c1,?,?,25.0,1.42
CCOC(=O)CNC(=O)CN1C(=O)CCSc2ccccc21,6.0,16.0,7.0,0.92
COc1ccc(-c2cc(C(F)(F)F)nc(S(C)(=O)=O)n2)cc1OC,-2.0,11.0,2.0,1.27
CC(C)NC(=O)C1(O)c2ccccc2NC(=O)N1c1ccc(Cl)c(Cl)c1 (stereo not drawn),5.0,-33.0,4.0,0.99
COc1ccc(N2CCN(C(c3ccco3)c3sc4nc(C)nn4c3O)CC2)cc1 (stereo not drawn),?,?,5.0,1.03
CCOC(=O)N1CCN(Cc2cc(=O)oc3ccc4ccccc4c23)CC1,-4.0,-13.5,5.0,1.1
O=C(Nc1nonc1NC(=O)C1CCCCC1)C1CCCCC1,5.0,-11.0,9.0,1.01
O=C(CCN1C(=O)COc2ccccc21)NCCN1CCOCC1,3.0,15.0,6.0,0.97
O=C(O)CCN1C(=O)CC2(CCCCC2)C1=O,-1.0,-11.0,6.0,1
COc1ccc(C(C)NC(=O)C2C(=O)NC3(C)CC2c2ccccc2O3)cc1 (stereo not drawn),-2.0,30.0,12.0,0.99
CC1CC(C)CN(S(=O)(=O)c2ccc(NC(=O)C3COc4ccccc4O3)cc2)C1 (stereo not drawn),?,?,6.0,1.41
COc1ccc(C2C3=C(OC(C)=O)c4ccccc4C3=Nc3c2c(=O)n(C)c(=O)n3C)cc1 (stereo not drawn),-0.5,-10.5,13.0,1.16
Cc1cc(C)cc(N(CC(=O)N2CCc3ccccc32)S(=O)(=O)c2c(C)noc2C)c1,-1.0,12.0,8.0,1.08
CCCNC(=O)C1CCN(S(=O)(=O)c2ccc3nc4c(c(C(=O)O)c3c2)CCCCC4)CC1,2.0,-7.0,3.0,0.97

Ordered by SMILES length (descending): some entries from above
Molecule,VLA-4 allo ag,VLA-4 antagonist,LNCaP diff act,Jurkat autofluor
Cn1cccc1Cc1nnc(SCC(=O)Nc2nc3ccccc3s2)n1CCc1ccccc1,2.0,-10.0,15.0,1.07
O=C(Nc1cccc(NC(=O)c2cccnc2)c1)c1cccnc1,-3.0,-10.0,7.0,1.1
O=C(NCc1cccs1)c1ccc2c(c1)ncn2C1CCCC1,-18.0,-10.0,8.0,1.09

(list continues)
Molecule,VLA-4 allo ag,VLA-4 antagonist,LNCaP diff act,Jurkat autofluor
CCOC(=O)N1CCN(C(=O)c2ccccc2NC(=O)COc2ccccc2C)CC1,5.0,-18.0,1.0,1.06
Cc1cc2cc(CCNS(C)(=O)=O)c(=O)[nH]c2cc1C,?,?,11.0,1.09
CCOc1ccccc1C(=O)N(CN1CCCC1=O)c1ccc(C)c(Cl)c1,-6.0,13.0,7.0,1.05
COCCNC(=O)c1ccc2c(=O)n(CCOC)c(=O)[nH]c2c1,2.0,-6.0,0.0,1.04
Cc1nnc(SCC(=O)Nc2nccs2)[nH]c1=O,-7.0,-23.0,17.0,1.01
O=C(CCN1CCN(c2ccccn2)CC1)Nc1ccc(F)cc1,-4.0,-8.0,6.0,1.09
O=C(NCc1ccc(Cl)cc1)C1C2C=CC3(CN(Cc4cccnc4)C(=O)C13)O2 (stereo not drawn),8.0,-12.0,4.0,0.91
CC(=O)O[C@H]1C(=O)[C@]2(C)[C@H]([C@H](OC(=O)c3ccccc3)[C@]3(O)C[C@H](OC(=O)[C@H](O)[C@@H](NC(=O)c4ccccc4)c4ccccc4)C(C)=C1C3(C)C)[C@]1(OC(C)=O)CO[C@@H]1C[C@@H]2O,-9.0,-3.0,6.0,1.02
Cc1ccc(S(=O)(=O)NC(=O)c2cc(C)n(CCCn3ccnc3)c2C)cc1,1.0,-7.5,7.0,0.95
COc1ccc(NC(=O)NCCCN2CCN(c3cc(C)ccc3C)CC2)cc1,-4.0,8.0,29.0,1.08
CCn1c(SCC(=O)NC)nnc1C(C)C,3.0,7.3,7.0,0.98
C=CCN1C(=O)C2(C(C#N)=C(N)Oc3n[nH]c(CCC)c32)c2ccccc21 (stereo not drawn),-0.5,-11.5,13.0,1.06
CCN(Cc1ccccc1)C(=O)Cn1c(=O)n(CC(=O)NCc2ccco2)c(=O)c2sccc21,5.0,-3.0,7.0,1.04
CC(C)NS(=O)(=O)c1ccc2c(c1)oc(=O)n2C,1.0,-7.0,17.0,0.8
Cc1ccc(NC(=O)N2CCCN(Cc3ccc(F)cc3)C2)cc1C,1.0,-1.0,39.0*,1.07
COc1ccccc1C(=O)Nc1c2c(nn1-c1cccc(C)c1C)CS(=O)(=O)C2,-1.3,1.0,10.0,1.11
O=C(Nc1ccc(S(=O)(=O)N2CCCC2)cc1)C1COc2ccccc2O1 (stereo not drawn),-10.0,16.0,12.0,1.02
CC(C)(C)n1ncc2c(=O)n(CC(=O)N3CCN(c4ccccc4)CC3)cnc21,0.0,-8.0,6.0,1.05
Cc1nn(Cc2ccc(C(=O)NC(C)(C)C)o2)c(C)c1Br,1.0,-7.0,5.0,1.01
CN(C(=O)c1cnc(N2CCN(c3ncccn3)CC2)c2ccccc12)c1ccc(Cl)cc1,-10.0,24.0,4.0,1.04
CCC(Sc1nc(=O)cc(N)n1-c1ccccc1)C(=O)Nc1ccc(Cl)cn1 (stereo not drawn),-3.0,12.0,14.0,1.3
O=C(Nc1ccc(F)cc1)N(CCCN1CCOCC1)Cc1cc2cc3c(cc2[nH]c1=O)OCO3,-3.7,-7.7,10.0,0.99
O=C(NCc1ccco1)c1cc2sccc2n1Cc1ccccc1,-2.5,3.5,17.0,1.08
COc1cccc(Nc2cc(C)nc3nc(C)nn23)c1,-1.0,-16.0,13.0,1.17
CCOc1ccc(-c2cc(CCCC(=O)NCc3cccnc3)no2)cc1,-5.0,7.0,9.0,1.04
COc1ccc(-c2nnc3ccc(SCC(=O)NCc4ccco4)nn23)cc1OC,6.0,-17.0,16.0,1
O=C(NCCCN1CCN(CCCNC(=O)c2ccc(F)cc2)CC1)c1ccc(F)cc1,6.5,-24.0,13.0,0.99
O=C1CCCC(O)=C1C=Nc1ccc2c(c1)oc1ccccc12,0.5,-17.5,2.0,1.04
COc1ccc(NC(=O)CC2C(=O)N(c3cccc(OC)c3)C(=O)N2C2CCCCC2)cc1 (stereo not drawn),0.0,13.0,16.0,1.09
Cc1ccc(C)c(CN2CCCNC2=O)c1,3.0,-2.0,11.0,1.04
O=c1c(-c2ccc(Br)cc2)coc2c(CN3CCOCC3)c(O)ccc12,-3.0,5.0,5.0,1.07
CCN1CCCC1CNC(=O)c1ccc(CS(=O)(=O)c2ccccc2C)o1 (stereo not drawn),0.0,-8.0,4.0,1.04
